L3MBTL1 block – inhibitors of human L3MBTL1 | Potency, µM (top dose mostly 57.1 µM), for the others: top-dose activity, negative = inhibition, hits mostly inhibitors | AlphaScreen L3MBTL1–H3K9me1 peptide binding | 230,000 tested, 0.66% active; active = well fitted inhibition curve with a large enough effect; inconclusive = small, poorly fitted or top-dose-only effect; inactive = no such curve, though single readings can be large or run the other way; note: nearly all actives have a fitted effect of over 60% in size
Target sequence (Q9Y468 whole entry, looked up): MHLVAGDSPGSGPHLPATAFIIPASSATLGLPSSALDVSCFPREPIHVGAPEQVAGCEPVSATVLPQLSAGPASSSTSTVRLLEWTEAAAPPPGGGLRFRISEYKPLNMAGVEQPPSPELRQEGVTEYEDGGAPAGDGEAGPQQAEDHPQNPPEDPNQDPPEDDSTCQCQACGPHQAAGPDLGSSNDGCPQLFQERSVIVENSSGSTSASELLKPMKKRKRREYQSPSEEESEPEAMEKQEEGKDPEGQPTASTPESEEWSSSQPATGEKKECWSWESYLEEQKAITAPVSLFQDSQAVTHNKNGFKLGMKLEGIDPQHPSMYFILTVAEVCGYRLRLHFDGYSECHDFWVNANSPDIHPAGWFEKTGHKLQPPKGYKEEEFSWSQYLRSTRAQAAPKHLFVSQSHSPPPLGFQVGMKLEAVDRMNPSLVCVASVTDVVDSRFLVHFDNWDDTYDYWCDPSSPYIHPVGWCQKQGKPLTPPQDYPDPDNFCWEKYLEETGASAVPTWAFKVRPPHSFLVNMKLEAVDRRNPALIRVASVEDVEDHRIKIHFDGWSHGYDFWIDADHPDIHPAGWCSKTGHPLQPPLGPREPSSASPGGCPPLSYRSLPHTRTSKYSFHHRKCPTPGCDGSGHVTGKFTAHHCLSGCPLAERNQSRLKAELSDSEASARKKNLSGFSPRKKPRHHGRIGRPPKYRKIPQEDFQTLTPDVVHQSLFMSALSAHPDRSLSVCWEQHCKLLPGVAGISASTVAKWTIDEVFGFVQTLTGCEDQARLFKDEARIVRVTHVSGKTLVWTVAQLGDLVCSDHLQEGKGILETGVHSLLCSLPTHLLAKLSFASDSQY
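L3MBTL1 50 nM + b-AHA-H3(1-15)K9me1 75 nM, 30 min RT; compound added, 30 min RT; streptavidin donor/Ni-chelate acceptor beads 10 ug/mL each final, 30 min RT dark; AlphaScreen read.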
The depositor's hits bear a star; [ ] = dose if it differs, or a comment. % is set by controls: 0 for no effect and ±100 for the full control effect; potency is the fitted concentration of half-maximal effect. A portion of the library (hit frequency here may not be typical).

Screening CC(C)CN(C(=O)COC(=O)c1cnc(Cl)c(Cl)c1)c1c(N)n(Cc2ccccc2)c(=O)[nH]c1=O returned L3MBTL1 block 7%.
For Cc1ccc(NC(=O)CN2C(=O)N/C(=C\c3ccco3)C2=O)cc1 the results were L3MBTL1 block -2%.
Screening CCOC(=O)N1CCC(NS(=O)(=O)c2cc(C(=O)OC)n(C)c2)CC1 returned L3MBTL1 block 0%.
Screening O=C(c1ccccc1)N1N=C(c2cccs2)CC1c1ccccc1O (stereo not drawn) returned L3MBTL1 block -7%.
Screening CCc1ccc(OCC(O)CN2CCN(c3ccccn3)CC2)cc1 (stereo not drawn) returned L3MBTL1 block 32%[activator].
For Cc1cccc(OC(C)C(=O)Nc2ccc(N3CCCCC3)cc2)c1 (stereo not drawn) the results were L3MBTL1 block -15%.
COCCNC(=O)C1CCN(S(=O)(=O)c2ccc3c(c2)OCCO3)CC1 was read as L3MBTL1 block -1%.
C=CCn1c(SCC(=O)c2c(N)n(C3CC3)c(=O)[nH]c2=O)nnc1-c1ccoc1C was read as L3MBTL1 block -2%.
For Cc1noc(C)c1S(=O)(=O)Nc1ccc2c(c1)CC(=O)N([C@H](C)CO)C[C@H](C)[C@H](CN(C)S(=O)(=O)c1ccc(F)cc1)O2 the results were L3MBTL1 block 1%.
COc1cccc(NC(=O)COC(=O)c2c(C)nn(-c3ccccc3)c2C)c1 was read as L3MBTL1 block 3%.
`COc1ccccc1NCCC(=O)OCC(=O)Nc1cccc(S(=O)(=O)N(C)C)c1` gave L3MBTL1 block -16%.
Screening CC1CN(C(=O)COC(=O)[C@@H](NC(=O)c2ccccc2Cl)C(C)C)CC(C)O1 (stereo partly drawn) returned L3MBTL1 block -3%.
`O=C(NCc1ccccc1C(F)(F)F)c1cccc2c1C(=O)c1ccc(N3CCCCC3)cc1S2(=O)=O` gave L3MBTL1 block 4%.
O=C(CN1C(=O)NC2(CCCc3ccccc32)C1=O)c1ccc(F)cc1 (stereo not drawn) was read as L3MBTL1 block 23%.
Screening CN(C(=O)COC(=O)CSc1ccc([N+](=O)[O-])cc1)C1CCS(=O)(=O)C1 (stereo not drawn) returned L3MBTL1 block -3%.
`COC(=O)C1CCN(C(=O)CN2C(=O)c3ccccc3S2(=O)=O)CC1` gave L3MBTL1 block 30%.
For C=CCN(c1ccc(C(=O)Nc2ccc3c(c2)n(C)c(=O)n3C)cc1)S(C)(=O)=O the results were L3MBTL1 block 0%.
For CC1C(=O)N2CCCc3cc(S(=O)(=O)NCc4ccc(F)cc4)cc1c32 (stereo not drawn) the results were L3MBTL1 block -12%.
Cc1ccc(NC(=O)COc2coc(CN3CCc4ccccc4C3)cc2=O)cc1Cl was read as L3MBTL1 block -9%.
For c1ccc(CCCCN2CCN=C2Nc2ccccc2)cc1 the results were L3MBTL1 block -6%.
For CC1CCCC(NC(=O)COC(=O)COc2ccc(C#N)cc2)C1C (stereo not drawn) the results were L3MBTL1 block 9%.
Screening COc1cc(CC(=O)OCC(=O)NC(C)c2ccccc2)cc(OC)c1OC (stereo not drawn) returned L3MBTL1 block -5%.
For CC(NC(=O)C1CCN(C(=O)Nc2ccccc2)CC1)c1ccccc1Cl (stereo not drawn) the results were L3MBTL1 block -2%.
Screening CCOC(=O)C1CCN(C(=O)COC(=O)c2ccccc2C(=O)c2ccc(Cl)cc2)CC1 returned L3MBTL1 block -5%.
CCCN(CC(=O)Nc1ccccc1OC)C(=O)c1ccc2c(c1)NC(=O)C(C)S2 (stereo not drawn) was read as L3MBTL1 block 1%.
Screening Cc1ccc(S(=O)(=O)N2CCN(C(=O)COC(=O)Cc3ccc(F)cc3)CC2)c(C)c1 returned L3MBTL1 block 0%.
Screening Cc1cc(C)c(C(=O)COC(=O)CCn2c(C)csc2=O)cc1C returned L3MBTL1 block -1%.
CN(C(=O)c1cccc(NC(=O)C2CCCN(C(=O)OC(C)(C)C)C2)c1)C1CCC1 (stereo not drawn) was read as L3MBTL1 block 1%.
CCOc1ccc(S(=O)(=O)N2CCCCC2)cc1NC(=O)c1c(CC)noc1C was read as L3MBTL1 block 4%.
For C=CCn1c(SCC(=O)c2ccc(O)c(O)c2)nnc1-c1cccc(C)c1 the results were L3MBTL1 block inconclusive.
`COc1ccc(CN2CCC(=O)N([C@H](CO)CC(C)C)CC2)cc1` gave L3MBTL1 block -1%.
Cc1nnc2c(N3CCN(CCO)CC3)nc3ccccc3n12 was read as L3MBTL1 block -4%.
For Cc1onc(-c2ccccc2)c1C(=O)NNC(=O)c1ccccc1Br the results were L3MBTL1 block -1%.
For Cc1ccc(OCC(=O)NNC(=O)C2CC(=O)N(c3ccc4c(c3)OCCO4)C2)cc1 (stereo not drawn) the results were L3MBTL1 block 0%.
`Cc1ccc(S(=O)(=O)N2CCN(C(=O)COC(=O)c3c(C)cc(C)cc3C)CC2)c(C)c1` gave L3MBTL1 block 9%.
N#CCOc1ccccc1/C=N/n1nnnc1N was read as L3MBTL1 block 2%.
Screening Cc1ccc(C(C)C)c(OCCNCc2ccccc2)c1 returned L3MBTL1 block 1%.
`Cc1ccccc1C(=O)NC1CC2CCCC(C1)N2Cc1ccc(Cl)cc1` (stereo not drawn) gave L3MBTL1 block -1%.
For COC(=O)c1nccc2c1[nH]c1ccccc12 the results were L3MBTL1 block -7%.
`O=C(O)c1cccc(Sc2cc(Cl)ccc2C(=O)O)c1` gave L3MBTL1 block 1%.
Screening Nn1c(C2CCC2)nc2ccccc2c1=O returned L3MBTL1 block -1%.
`COc1ccc(C2=NS(=O)(=O)N(C)C(C(=O)N3CCOCC3)=C2)cc1` gave L3MBTL1 block -1%.
CN(Cc1ccc(C(C)(C)C)cc1)C(=O)C1CSC2(C)CCC(=O)N12 (stereo not drawn) was read as L3MBTL1 block -6%.
CC(Oc1cccc(Cl)c1)C(=O)Nc1ccc(S(=O)(=O)Nc2ncccn2)cc1 (stereo not drawn) was read as L3MBTL1 block 5%.
CSCCC(NC(=O)c1ccccc1Cl)C(=O)OCC(=O)N1CCCC1=O (stereo not drawn) was read as L3MBTL1 block -7%.
Screening O=C(NN=Cc1ccc(N2CCOCC2)cc1)c1cc2ccccc2cc1O returned L3MBTL1 block -4%.
For N#Cc1cc(C#N)c(SCC(=O)N2CC(=O)Nc3ccccc32)nc1N the results were L3MBTL1 block -4%.
For CCCn1nc(C(=O)Nc2nc(-c3ccccn3)cs2)c2ccccc2c1=O the results were L3MBTL1 block inconclusive.
Screening COc1ccc(S(=O)(=O)N2CCCCC2)cc1NC(=O)c1cc([N+](=O)[O-])ccc1N1CCOCC1 returned L3MBTL1 block -3%.
For CN(CC(=O)Nc1cccc(F)c1)C(=O)c1cc(-c2ccccc2)nc2ccccc12 the results were L3MBTL1 block -1%.
CC(C)(C)OC(=O)C[C@@H]1C/C=C\C[C@@H](CC(=O)N(CCO)Cc2ccccc2)C(=O)N2CCC[C@@H]2COC1=O was read as L3MBTL1 block 5%.
Screening COc1cccc(/C=N/Nc2cc(N3CCOCC3)ncn2)c1O returned L3MBTL1 block inconclusive.
CC1CCCCN1C(=S)NC(=O)c1ccccc1 (stereo not drawn) was read as L3MBTL1 block 3%.
`CCOc1ccc(NC(=O)COC(=O)CC2CCCCC2)cc1` gave L3MBTL1 block -4%.
For COc1ccc(N(CC(=O)NC2CCCCC2)S(=O)(=O)c2cccs2)cc1 the results were L3MBTL1 block -1%.
`COc1cccc(CNC(=O)C(=O)NCCC2CCCCN2S(=O)(=O)c2ccc(C)cc2)c1` (stereo not drawn) gave L3MBTL1 block -1%.
Screening COc1ccc2c(c1)OC[C@H]1[C@H]2N2C(=O)c3cc(F)ccc3NC(=O)[C@@]2(C)[C@H]1c1ccccc1 returned L3MBTL1 block -2%.
COc1cccc(-n2cnnc2SCC(=O)NC2CC2)c1 was read as L3MBTL1 block 3%.
`COc1cccc(C(=O)NCCCNC(=O)c2cccc(OC)c2)c1` gave L3MBTL1 block 6%[2.29 µM].
Cc1cc(C)cc(C(=O)N2CCN(Cc3ccc4c(c3)OCO4)CC2)c1 was read as L3MBTL1 block 0%.
NC(=O)C1CCN(C(=O)c2cccc(CN3C(=O)c4ccccc4C3=O)c2)CC1 was read as L3MBTL1 block 4%.
`CCNc1nc2c(c(=O)n(C)c(=O)n2C)n1CCCc1ccccc1` gave L3MBTL1 block 0%.
CCCSc1ccc([C@@H]2[C@H]3C(=O)N(CC)C(=O)[C@H]3[C@]3(C(=O)OC)CCCN23)cc1 was read as L3MBTL1 block -7%.
For Cc1ccc(S(=O)(=O)N2C[C@@H]3[C@H]4CC[C@H](C4)[C@@H]3[C@@H](C)[C@@H]2c2cccn2Cc2ccccc2)cc1 the results were L3MBTL1 block -9%.
`O=C(N/N=C/C(Cl)=C/c1ccccc1)c1ccc2c(c1)OCO2` gave L3MBTL1 block 0%.
Screening O=C(COC(=O)c1cccc(Br)c1)NC(=O)NC1CCCC1 returned L3MBTL1 block -3%.
`COc1ccc(NC(=O)Nc2ccc3c(c2)C(=O)N([C@H](C)CO)C[C@H](C)[C@@H](CN(C)S(=O)(=O)c2ccc(OC)cc2)O3)cc1` gave L3MBTL1 block -4%.
For CN(Cc1nc2ccccc2c(=O)[nH]1)C(=O)c1cccc(S(=O)(=O)N2CCCC2)c1 the results were L3MBTL1 block -13%.
COc1ccc(CN(C)C(=O)CNC(=O)c2cccs2)c(OC)c1 was read as L3MBTL1 block 0%.
COC(=O)[C@@]1(C)[C@H]2C(=O)N(Cc3ccccc3)C(=O)[C@H]2[C@H]2CN(C)C(=NC3CCCCC3)N21 was read as L3MBTL1 block -9%.
O=C(NNC(=O)c1csc(N2CCOCC2)n1)c1ccc(=O)[nH]c1 was read as L3MBTL1 block inconclusive.
For COc1cc(C(O)c2nc3ccccc3n2C(C)C)cc(OC)c1OC (stereo not drawn) the results were L3MBTL1 block 18%.
For CSc1nc2c(c(=O)[nH]c(=O)n2C)n1Cc1ccccc1Cl the results were L3MBTL1 block -5%.
For COc1ccc(NS(=O)(=O)c2cc(NC(=O)Cc3c(F)cccc3Cl)ccc2OC)cc1 the results were L3MBTL1 block 4%.
`CCOC(=O)c1c(NC(=O)COC(=O)c2nc(Cl)ccc2Cl)sc(C(=O)N(C)C)c1C` gave L3MBTL1 block -5%.
`O=C(NCCSc1ncc(-c2ccccc2)[nH]1)c1ccco1` gave L3MBTL1 block -7%.
Screening O=C(CN1C(=O)NC2(CCCC2)C1=O)OCCOc1ccc(Cl)cc1 returned L3MBTL1 block -1%.
Cc1cccc(C)c1NC(=O)CN(C)C(=O)CSC(=S)N1CCCC1 was read as L3MBTL1 block 3%.
CCCN(CC(=O)Nc1ccccc1OC)C(=O)CCC(=O)c1ccc(Cl)s1 was read as L3MBTL1 block 7%.
NS(=O)(=O)c1cccc(NC(=O)COC(=O)Cc2n[nH]c(=O)c3ccccc23)c1 was read as L3MBTL1 block 1%.

11 neighbouring records out of the list so far, for reference:
NC(=O)C1CCN(C(=O)c2cccc(CN3C(=O)c4ccccc4C3=O)c2)CC1 was read as L3MBTL1 block 4%.
`CCNc1nc2c(c(=O)n(C)c(=O)n2C)n1CCCc1ccccc1` gave L3MBTL1 block 0%.
CCCSc1ccc([C@@H]2[C@H]3C(=O)N(CC)C(=O)[C@H]3[C@]3(C(=O)OC)CCCN23)cc1 was read as L3MBTL1 block -7%.
For Cc1ccc(S(=O)(=O)N2C[C@@H]3[C@H]4CC[C@H](C4)[C@@H]3[C@@H](C)[C@@H]2c2cccn2Cc2ccccc2)cc1 the results were L3MBTL1 block -9%.
`O=C(N/N=C/C(Cl)=C/c1ccccc1)c1ccc2c(c1)OCO2` gave L3MBTL1 block 0%.
Screening O=C(COC(=O)c1cccc(Br)c1)NC(=O)NC1CCCC1 returned L3MBTL1 block -3%.
`COc1ccc(NC(=O)Nc2ccc3c(c2)C(=O)N([C@H](C)CO)C[C@H](C)[C@@H](CN(C)S(=O)(=O)c2ccc(OC)cc2)O3)cc1` gave L3MBTL1 block -4%.
For CN(Cc1nc2ccccc2c(=O)[nH]1)C(=O)c1cccc(S(=O)(=O)N2CCCC2)c1 the results were L3MBTL1 block -13%.
COc1ccc(CN(C)C(=O)CNC(=O)c2cccs2)c(OC)c1 was read as L3MBTL1 block 0%.
COC(=O)[C@@]1(C)[C@H]2C(=O)N(Cc3ccccc3)C(=O)[C@H]2[C@H]2CN(C)C(=NC3CCCCC3)N21 was read as L3MBTL1 block -9%.
O=C(NNC(=O)c1csc(N2CCOCC2)n1)c1ccc(=O)[nH]c1 was read as L3MBTL1 block inconclusive.

(listing goes on)
Screening COc1ccccc1C(=O)COC(=O)c1ccc(Cl)nc1 returned L3MBTL1 block 55%[activator].
For O=S(=O)(N1CCCCCC1)N1CCNCC1 the results were L3MBTL1 block 4%.
CC(C)(C)c1ccc(-c2nnc(SCC(=O)NC3CC3)o2)cc1 was read as L3MBTL1 block 6%.
Screening COc1ccc(C(=O)N2CCCc3ccccc32)cc1Br returned L3MBTL1 block 0%.
CCCN(C(=O)CSc1nc(C2CC2)n(-c2ccccc2)n1)C1CCS(=O)(=O)C1 (stereo not drawn) was read as L3MBTL1 block 8%.
For CCOc1cccc(C(=O)Nc2ccc(N3CCCC3)cc2)c1 the results were L3MBTL1 block -16%.
Screening N#CCCn1cc(C(=O)CN2C(=O)NC3(CCCCCC3)C2=O)c2ccccc21 returned L3MBTL1 block 2%.
`Cc1cccc2sc(N(CCCN3CCOCC3)C(=O)CS(=O)(=O)c3ccc(F)cc3)nc12` gave L3MBTL1 block 3%.
`CC(=O)c1ccc(NC(=O)CN2CCCC2)cc1` gave L3MBTL1 block 7%.
`COc1ccc(CC(=O)N(C)CC(=O)Nc2ccccc2C(F)(F)F)cc1S(=O)(=O)N1CCOCC1` gave L3MBTL1 block inconclusive.
CCNC(=O)N(CCOC)CC1CCCN(C2Cc3ccccc3C2)C1 (stereo not drawn) was read as L3MBTL1 block -1%[2.29 µM].
`Cc1noc(C)c1CSCC(=O)Nc1ccc(Br)cc1Cl` gave L3MBTL1 block 7%.
Cc1ccc(NC(=O)CSc2nnc(CNC(=O)c3ccco3)n2C)cc1C was read as L3MBTL1 block 3%.
For O=C1c2ccccc2C(=O)N1c1cc([N+](=O)[O-])ccn1 the results were L3MBTL1 block 3%[2.29 µM].

Screening results as filed in PubChem BioAssay.
